CFTR F508del cor: F508del CFTR correction, initial screen, CFBE line, single point | CFBE cells, YFP halide quenching; stimulated with forskolin plus potentiator P3; % fluorescence drop versus neutral controls | activity (quench increase), % at 7.58 µM | actives 0.36% (n = 350,000);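 active means mean added fluorescence quench of at least 8% versus neutral control, with both replicates also reaching 8%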;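 further: cells transiently co-express mutant CFTR-F508del with the halide-sensitive YFP; corrector assay measuring rescue of mutant channel to the surface after 24 h compound exposure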
PGC1a acetyl inh: inhibitors of PGC1a acetylation signal, primary screen, cell-based, U2OS, AlphaScreen, inhibitor mode; AlphaScreen anti-acetyl-lysine; with virally co-expressed GCN5 acetyltransferase; inhibition, % at 15.6 µM; actives 0.17% (n = 350,000);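 active means every replicate shows inhibition of at least 40%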;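 further: 0% = neutral control wells and 100% = positive control wells; some results beyond the cut were filed as inactive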
INS-1E GSIS act: GLuc luminescence reporter in INS-1E cells, primary screen for activators of glucose-dependent secretion of insulin | actives 0.61% (n = 370,000) | activation, % at 16.6 µM | INS-1E GLuc reporter insulin secretion, 2-3 h;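 active means lowest replicate activation of at least 40%, so every replicate reaches that level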;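 further: 0% = median of neutral control wells and 100% = median of IBMX positive control wells; some compounds called inactive have numbers as strong as hits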
* hit, by the source's call. These rows are one share of the data; count on the stated rates, not on these rows.

PGC1a acetyl inh	CFTR F508del cor	INS-1E GSIS act	smiles
10	-1.9	0	O=C(C1=C(O)C(=O)N(CCc2ccccc2)C1c1ccncc1)c1cc2ccccc2o1 (centres undefined)
7	-0.7	1	COc1ccc2c3c(n(C)c2c1)[C@@H](CO)N(C(=O)c1cccc(F)c1)CC31CCN(C(=O)c2cccc(F)c2)CC1
-5	2.5	11	O=C(C[C@@H]1CC[C@@H](NC(=O)c2ccncc2)[C@@H](CO)O1)NCc1ccncn1
5	-1.2	18	O=C(N/N=C/c1cc2c(cc1Cl)OCO2)c1ccccn1
10	1.4	-11	Cc1cccc(-c2ccc([C@@H]3[C@H](CO)N4C(=O)CN(C(=O)c5ccccc5)C[C@@H]34)cc2)c1
-3	2.5	7	CN(C)CC(=O)N1[C@@H]2c3cccc(=O)n3C[C@@H]2[C@@H](CO)[C@@H]1C(=O)NCc1ccccc1F
6	5.6	-56	O=C1c2cccc(OCC(=O)N3CCCc4ccccc43)c2CCN1Cc1cccnc1
-5	-1.8	-3	C[C@@H]1CN([C@@H](C)CO)C(=O)c2cccc(NS(=O)(=O)c3cccs3)c2O[C@H]1CN(C)Cc1ccc(C(=O)Nc2ccccc2N)cc1
-4	0.1	-12	COc1ccc2c3c([nH]c2c1)[C@@H](CO)N(C(=O)c1ccc(F)cc1)CC31CN(Cc2cccnc2)C1
13	-0.7	14	O=C(CC1CC1)N1CC(=O)N2[C@@H](CO)[C@@H](c3ccc(-c4cccnc4)cc3)[C@@H]2C1
-6	-1.2	-7	COc1ccc(S(=O)(=O)Nc2ccc3c(c2)C(=O)N([C@@H](C)CO)C[C@@H](C)[C@H](CN(C)S(=O)(=O)c2ccccc2)OCCCC[C@@H](C)O3)cc1
-3	-1.5	3	COc1ccc2c3c([nH]c2c1)[C@@H](CO)N(Cc1nccs1)CC31CCN(Cc2nccs2)CC1
1	-4.1	2	COc1ccc2c3c(n(C)c2c1)[C@@H](CO)N(Cc1ccccc1)CC31CN(S(C)(=O)=O)C1
5	1.0	3	COc1ccc2c3c([nH]c2c1)[C@H](CO)N(C(=O)c1cnccn1)CC31CN(C(=O)c2cnccn2)C1
-13	-2.1	22	CC(C)NC(=O)NCC[C@H]1CC[C@@H](NS(=O)(=O)c2ccccc2)[C@H](CO)O1
-11	0.9	4	CCC(=O)N1CCC2(CC1)CN(Cc1cccc(Cl)c1)[C@H](CO)c1c2c2ccc(OC)cc2n1C
-2	3.6	-7	CCCC(=O)N1CC2(C1)CN(C(=O)CC1CC1)[C@H](CO)c1c2c2ccc(OC)cc2n1C
5	-4.4	5	C[C@@H]1CCCCO[C@@H](CN(C)C(=O)Nc2ccc3c(c2)OCO3)[C@@H](C)CN([C@@H](C)CO)C(=O)c2cc(NC(=O)CCCN(C)C)ccc2O1
5	1.5	4	COc1cccc(NC(=O)N2CC(=O)N3[C@H](C2)[C@@H](c2ccc(Br)cc2)[C@@H]3CO)c1
-11	-0.6	11	COc1ccc2c3c(n(C)c2c1)[C@H](CO)N(C(=O)Nc1c(C)noc1C)CC31CCN(CC2CC2)CC1
7	-0.2	7	CC=Cc1ccc2n(c1=O)C[C@@H]1[C@@H](CO)[C@H](C(=O)NC3CCC3)N(Cc3ccncc3)[C@H]21 (mixture of isomers)
-4	-1.2	3	COc1ccc2c3c(n(C)c2c1)[C@@H](CO)N(Cc1cccnc1)CC31CCN(C(=O)c2cccnc2)CC1
-13	-0.5	8	Cc1ccc(S(=O)(=O)N(C)C[C@H]2Oc3c(NC(=O)CCCCCC(=O)Nc4ccccc4N)cccc3C(=O)N([C@@H](C)CO)C[C@@H]2C)cc1
6	0.7	-7	CCC(=O)N1CC2(C1)[C@H](c1ccc(-c3ccccc3OC)cc1)[C@@H](CO)N2C(C)=O
-11	-1.7	6	O=C(Cc1ccccc1)N1CC(=O)N2[C@@H](CO)[C@@H](c3ccc(Br)cc3)[C@@H]2C1
-3	1.6	1	N#CC1(NC(=O)CN2CCc3ccccc3C2)CCCC1
9	2.2	6	O=C(CC1CC1)N1CC2(C1)[C@H](c1ccccc1)[C@@H](CO)N2CC1CCOCC1
-3	2.8	-20	OCC1(Cc2ccccc2)CCN(Cc2cnn(-c3ccccc3F)c2)CC1
-27	-0.5	35	O=C(c1ccccc1)N1CC(=O)N2[C@H](CO)[C@H](c3ccc(C#CCC4CCCC4)cc3)[C@H]2C1
-5	0.6	-28	COc1cccc(C#Cc2cnc3c(c2)C(=O)N([C@H](C)CO)C[C@H](C)[C@H](CN(C)C(=O)C2CCCCC2)O3)c1
-1	-1.4	12	CC(C)CC#Cc1ccc([C@H]2[C@@H](CO)N3C(=O)CN(C(=O)CN4CCOCC4)C[C@@H]23)cc1
5	-1.3	10	O=C(c1ccncc1)N1CC(=O)N2[C@H](C1)[C@@H](c1ccc(-c3cccnc3)cc1)[C@@H]2CO

The closing three compounds of the section above come first, to join the parts.
PGC1a acetyl inh	CFTR F508del cor	INS-1E GSIS act	smiles
-5	0.6	-28	COc1cccc(C#Cc2cnc3c(c2)C(=O)N([C@H](C)CO)C[C@H](C)[C@H](CN(C)C(=O)C2CCCCC2)O3)c1
-1	-1.4	12	CC(C)CC#Cc1ccc([C@H]2[C@@H](CO)N3C(=O)CN(C(=O)CN4CCOCC4)C[C@@H]23)cc1
5	-1.3	10	O=C(c1ccncc1)N1CC(=O)N2[C@H](C1)[C@@H](c1ccc(-c3cccnc3)cc1)[C@@H]2CO
-3	-2.2	-8	O=C(Cc1ccccc1)N1CC(=O)N2[C@H](CO)[C@@H](c3ccc(Br)cc3)[C@@H]2C1
5	-1.5	-14	N#Cc1ccc(C(=O)Nc2nnc(-c3ccco3)o2)cc1
0	2.9	9	CCn1c(CCc2ccccc2)n[nH]c1=S
1	-0.9	-1	COc1ccc2c3c([nH]c2c1)[C@H](CO)N(C(=O)Nc1ccc(F)cc1)CC31CN(C(=O)c2ccccc2F)C1
3	2.1	15	O=C(CCCn1cc([N+](=O)[O-])cn1)NCc1ccccc1
-8	1.4	-2	CCC(=O)N1CC2(CCN(Cc3cncnc3)CC2)c2c([nH]c3cc(OC)ccc23)[C@@H]1CO
5	0.1	12	CC(C)NC(=O)N1CC2(C1)[C@H](c1ccccc1)[C@@H](CO)N2C(=O)c1ccccn1
3	1.7	2	COc1ccc(-c2cc(C(=O)OCC(=O)c3c(N)n(C)c(=O)n(C)c3=O)c3ccccc3n2)cc1
-7	2.3	-12	COc1ccc2c3c(n(C)c2c1)[C@H](CO)N(C)CC31CCN(C(=O)Nc2cccc(F)c2)CC1
-1	0.2	8	COCCNC(=O)[C@@H]1[C@@H](CO)[C@@H]2Cn3c(cccc3=O)[C@@H]2N1Cc1ccccc1OC
-1	0.3	-2	O=C1CN(Cc2ccccc2)C[C@H]2[C@H](c3ccc(Br)cc3)[C@@H](CO)N12
-2	1.5	-43	C[C@@H]1CN([C@@H](C)CO)C(=O)c2cccc(NC(=O)CCCCCC(=O)Nc3ccccc3N)c2O[C@@H]1CN(C)Cc1ccc(Oc2ccccc2)cc1
-5	-2.1	-38	COc1cc(Cl)c(C)cc1NC(=O)CN(C)Cc1cccc(OC)c1OC
9	1.6	13	C[C@H]1CN([C@@H](C)CO)C(=O)c2cc(-c3ccc(C#N)cc3)cnc2O[C@H]1CN(C)CC1CCOCC1
0	3.7	-10	O=C(Nc1cccc(F)c1)N1CC(=O)N2[C@H](CO)[C@H](c3ccc(Br)cc3)[C@H]2C1
-3	-0.7	10	COc1ccc2c3c([nH]c2c1)[C@@H](CO)N(C(=O)C1CCOCC1)CC31CN(C)C1
1	-1.1	-4	Cc1cccc(C(=O)NNC(=O)c2ccc(F)cc2)c1
-6	2.4	-13	COc1ccc2c3c(n(C)c2c1)[C@H](CO)N(Cc1ccc(Cl)cc1)CC31CCN(C(=O)NC(C)C)CC1
3	-0.3	-16	Cc1cccc(NC(=O)c2nnn(-c3cccc(C(F)(F)F)c3)c2N)c1
-9	0.3	11	C[C@H](CO)N1C[C@H](C)[C@@H](CN(C)Cc2ccc(C(=O)Nc3ccccc3N)cc2)Oc2c(NS(=O)(=O)c3cccs3)cccc2C1=O
-1	1.1	5	COc1ccccc1-c1ccc2n(c1=O)C[C@@H]1[C@@H](CO)[C@H](C(=O)Nc3nccs3)N(C)[C@H]21
7	0.3	3	O=C(c1cccc(S(=O)(=O)N2CCCC2)c1)N1CCCc2ccccc21
4	0.8	12	Cn1c(=NC(=O)C2=NNC(=O)CC2)sc2ccccc21
0	-0.8	3	CC(=O)N1[C@H](CO)[C@H](c2ccc(C3=CCCC3)cc2)C12CN(C(=O)C1CC1)C2
0	-0.5	10	O=C(C[C@H]1CC[C@@H](NC(=O)C2CCOCC2)[C@@H](CO)O1)NCC1CC1
-4	1.6	-33	O=C(Nc1cccc(F)c1)N1CC(=O)N2[C@H](C1)[C@H](c1ccc(-c3ccccc3F)cc1)[C@@H]2CO
12	-1.5	2	Cc1cc(N2CCN(S(=O)(=O)c3ccc(Br)cc3)CC2)n2ncnc2n1
1	1.3	19	CCCC(=O)Nc1sc(C)c(C)c1C#N
1	3.7	20	C[C@@H]1CN([C@@H](C)CO)C(=O)Cc2cc(NS(C)(=O)=O)ccc2O[C@@H]1CN(C)Cc1ccc(C(=O)Nc2ccccc2N)cc1
-2	-1.6	1	CC(=O)N1[C@@H]2c3ccc(-c4ccccc4)c(=O)n3C[C@H]1[C@H](CO)[C@H]2C(=O)NCCCN1CCOCC1
5	-1.5	8	C/C=C/c1ccc([C@H]2[C@@H](CO)N(C(=O)c3cnccn3)C23CN(C(C)=O)C3)cc1
8	-0.8	3	C[C@@H]1CN([C@H](C)CO)C(=O)c2cccc(NC(=O)CCCCCC(=O)Nc3ccccc3N)c2O[C@@H]1CN(C)Cc1ccc(Oc2ccccc2)cc1
25	-2.2	8	CC(=O)N1CC(=O)N2[C@H](CO)[C@H](c3ccc(C#Cc4cccnc4)cc3)[C@@H]2C1
2	2.2	-1	COc1ccc2c3c(n(C)c2c1)[C@@H](CO)NCC31CCN(Cc2ccccc2Cl)CC1
-2	-0.4	0	COc1ccc2c3c([nH]c2c1)[C@H](CO)N(C(=O)C1CCC1)CC31CCN(C(=O)c2ccccn2)CC1
3	-2.3	-1	O=C(c1cccc(F)c1)N1CC2(C1)[C@H](c1ccccc1)[C@@H](CO)N2C(=O)C1CCOCC1
-5	-1.3	3	Cc1ccc(CN2CC(=O)N3[C@@H](CO)[C@H](c4ccc(-c5cccnc5)cc4)[C@@H]3C2)cc1
1	-1.6	9	O=C(O)[C@H]1[C@H](CO)[C@H]2Cn3c(ccc(-c4cncnc4)c3=O)[C@H]2N1C(=O)C1CCCC1
8	1.3	-28	COc1ccc(NC(=O)Nc2ccc3c(c2)CC(=O)N([C@H](C)CO)C[C@H](C)[C@@H](CN(C)S(=O)(=O)c2ccc(C)cc2)O3)cc1
-2	2.1	-18	Cc1ccc(-c2ccc([C@@H]3[C@@H](CO)N4C(=O)CN(S(=O)(=O)c5cccc(F)c5)C[C@H]34)cc2)cc1
-7	4.6	-16	O=C(c1cccnc1)N1CC(=O)N2[C@H](C1)[C@H](c1ccc(C#CCC3CCCC3)cc1)[C@@H]2CO
-8	4.2	23	Cc1noc(C)c1S(=O)(=O)Nc1ccc2c(c1)CC(=O)N([C@H](C)CO)C[C@H](C)[C@H](CN(C)Cc1ccc(C(=O)Nc3ccccc3N)cc1)O2
1	-1.5	8	CSCCC1Nc2ccc(S(=O)(=O)N3CCOCC3)cc2NC1=O (centres undefined)
-3	-1.6	12	O=C(c1ccccc1)c1cc2c(cc1[N+](=O)[O-])OCCO2
-2	-1.7	-9	COCCn1c(=S)[nH]c2cc(C(=O)N3CCc4ccccc4C3)ccc2c1=O
5	0.3	6	COc1ccc2c3c(n(C)c2c1)[C@H](CO)N(C(C)=O)CC31CN(Cc2ccccc2OC)C1
6	1.2	-16	O=C1CN(Cc2ccccc2)C[C@@H]2[C@@H](c3ccc(-c4ccccc4F)cc3)[C@@H](CO)N12
8	1.0	2	CCN1[C@@H]2c3ccc(-c4ccc(F)cc4)c(=O)n3C[C@@H]2[C@@H](CO)[C@@H]1C(=O)NC1CCC1

Filtered by structure, those above with a thiophene ring, fused or not (three)
PGC1a acetyl inh	CFTR F508del cor	INS-1E GSIS act	smiles
-5	-1.8	-3	C[C@@H]1CN([C@@H](C)CO)C(=O)c2cccc(NS(=O)(=O)c3cccs3)c2O[C@H]1CN(C)Cc1ccc(C(=O)Nc2ccccc2N)cc1
-9	0.3	11	C[C@H](CO)N1C[C@H](C)[C@@H](CN(C)Cc2ccc(C(=O)Nc3ccccc3N)cc2)Oc2c(NS(=O)(=O)c3cccs3)cccc2C1=O
1	1.3	19	CCCC(=O)Nc1sc(C)c(C)c1C#N

New compounds follow:
PGC1a acetyl inh	CFTR F508del cor	INS-1E GSIS act	smiles
-7	-1.8	-36	C[C@@H]1CN([C@@H](C)CO)C(=O)Cc2cc(NC(=O)Nc3cccc4ccccc34)ccc2O[C@@H]1CN(C)Cc1ccc(C(=O)Nc2ccccc2N)cc1
4	-1.6	-4	O=C(Nc1ccccn1)c1nc(-c2ccccc2)n(-c2ccccc2)n1
12	-1.0	2	Cc1cnc(N2C(=O)c3ccc([N+](=O)[O-])cc3C2=O)s1
-5	-2.3	6	O=S(=O)(NCC[C@H]1CC[C@@H](NS(=O)(=O)c2cccc(F)c2)[C@@H](CO)O1)c1cccc(F)c1

Screening data deposited in PubChem by Broad Institute.
